MrgX1 allo act: positive allosteric modulators of MrgX1, primary screen, HEK293 cells, Fluo-4 calcium flux; B-score at 10 µM; hit rate 0.63% among 310,000; FDSS; hits give high values; AID 588675, 2011; Mas-related G-protein coupled receptor member X1 (Homo sapiens), Q96LB2;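 active means plate-corrected calcium response at least 3 library SD above typical, normal starting fluorescence, not activating the receptor alone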;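 further: compound read alongside a low EC10 to EC30 dose of BAM8-22 agonist; peak minus trough fluorescence over baseline measured at the second addition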
TRPC6 inhibitor: mouse TRPC6 channel inhibitors, primary screen, cell-based, HEK293, membrane potential dye. AID 2553, 2010. Short transient receptor potential channel 6 (Mus musculus), Q61143. ACh-evoked depolarization; hits give low values. B-score at 10 µM. hit rate 1.1% among 310,000;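 active means B-score under library mean minus 3 SD, initial fluorescence not abnormally high, positive integrated signal ratio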;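 further: B-score derived from integrated fluorescence ratio over the kinetic read; more negative B-score means stronger inhibition of depolarization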
TRPC4 block: inhibitors of mouse TRPC4 channel, primary screen, Fluo4 calcium, HEK293 TRPC4beta/mu-opioid cells. B-score at 10 µM. DAMGO-evoked Fluo4 calcium flux; hits give low values. hit rate 0.39% among 300,000. Short transient receptor potential channel 4 (Mus musculus), Q9QUQ5;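 active means B-score over 3 SD under the library average, no early fluorescence shift, positive overall ratio signal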
Target sequence (Q9QUQ5 whole entry, looked up): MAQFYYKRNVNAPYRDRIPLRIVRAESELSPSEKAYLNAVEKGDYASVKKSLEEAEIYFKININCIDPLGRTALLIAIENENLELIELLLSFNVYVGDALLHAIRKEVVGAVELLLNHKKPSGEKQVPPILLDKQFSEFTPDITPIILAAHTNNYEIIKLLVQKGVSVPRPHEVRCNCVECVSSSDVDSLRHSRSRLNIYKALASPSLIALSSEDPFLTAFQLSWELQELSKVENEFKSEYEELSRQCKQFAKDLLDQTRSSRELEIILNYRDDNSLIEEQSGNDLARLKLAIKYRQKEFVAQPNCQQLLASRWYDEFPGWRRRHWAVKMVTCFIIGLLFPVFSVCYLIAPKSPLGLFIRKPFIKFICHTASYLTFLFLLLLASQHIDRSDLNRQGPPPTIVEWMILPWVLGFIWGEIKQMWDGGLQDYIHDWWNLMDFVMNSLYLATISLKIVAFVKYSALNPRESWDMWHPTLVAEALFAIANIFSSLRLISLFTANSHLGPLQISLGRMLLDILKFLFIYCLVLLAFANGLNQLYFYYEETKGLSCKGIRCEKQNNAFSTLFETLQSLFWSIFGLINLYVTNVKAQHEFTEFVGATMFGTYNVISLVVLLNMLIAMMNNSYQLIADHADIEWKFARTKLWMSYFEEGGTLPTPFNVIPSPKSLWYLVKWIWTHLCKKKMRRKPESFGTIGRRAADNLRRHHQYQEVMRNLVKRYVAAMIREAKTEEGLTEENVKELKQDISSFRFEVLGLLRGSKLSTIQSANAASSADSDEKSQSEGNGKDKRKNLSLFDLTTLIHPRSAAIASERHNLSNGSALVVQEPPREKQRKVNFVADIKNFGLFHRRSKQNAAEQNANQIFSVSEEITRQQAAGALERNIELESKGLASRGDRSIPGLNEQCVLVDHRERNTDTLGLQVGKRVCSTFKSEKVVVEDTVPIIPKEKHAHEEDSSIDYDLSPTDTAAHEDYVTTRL
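Assay system: HEK293 cells with stable TRPC4beta plus mu-opioid receptor expression; Probe or stimulus: DAMGO in two steps, submaximal then maximal; Dosing: single-point compound dosing; Measured by: Fluo4 calcium-dye fluorescence, kinetic read; Read-out basis: B score from integrated Fluo4 fluorescence ratio.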
TRPC4 act: activators of mouse TRPC4 channel, primary screen, Fluo4 calcium, HEK293 TRPC4beta/mu-opioid cells | B-score at 10 µM | Short transient receptor potential channel 4 (Mus musculus), Q9QUQ5 | hit rate 0.49% among 310,000 | Fluo4 calcium fluorescence; hits give high values;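 active means B-score above 5 SD of library B-scores, and initial fluorescence ratio not above library mean plus 5 SD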;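 further: positive B-score marks a calcium rise read as TRPC4 activation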
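System – HEK293 cells stably co-expressing mouse TRPC4beta and mu-opioid receptor · Signal – Fluo4 calcium-sensitive dye fluorescence, kinetic, 1 Hz baseline · Benchmarks – buffer (low) and maximal DAMGO (high) · Read-out – B score of integrated fluorescence ratio per well · Incubation – dye loading 45 min room temperature, 110 s kinetic read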
AI-2 QS modul: Vibrio harveyi AI-2 quorum sensing modulators, primary screen, JMH597 strain, luminescence/OD600 ratio; Vibrio harveyi JMH597 AI-2 luminescence/OD600 ratio, 9 h; hits give low values; strain lacks LuxN and CqsS sensors; 0 = neutral-control median; activity change, % at 7.5 µM; hit rate 0.4% among 300,000; in the data active means activity change below about -75%, passing the limit was not always enough;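 further: luminescence divided by OD600 gain over 9 h not by final OD600 alone; inactives centre near 13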
MrgX1 agonist: agonists of human MrgX1 receptor, primary screen, HEK293 cells, Fluo-4 calcium flux; hit rate 0.44% among 310,000; Mas-related G-protein coupled receptor member X1 (Homo sapiens), Q96LB2; B-score at 10 µM; AID 588627, 2011; Fluo-4 calcium fluorescence, agonist mode; hits give high values;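 active means calcium response B-score plate-corrected fluorescence ratio at least 3 library SD, with starting fluorescence B-score inside 5 SD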
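Test system: Stable human MrgX1 HEK293 cell line | Schedule: Overnight plating before 1 h dye loading | Read-out basis: Baseline-normalised fluorescence change ratio, B-scored | Detection: Kinetic calcium dye fluorescence, Fluo-4 NW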
HIF activator: HIF pathway transcriptional activators, primary screen, cell-based, U2OS HRE-luciferase, luminescence | U2OS HRE-luciferase reporter; normalized: DMSO 0%, desferrioxamine 100% | activation, % at 7.5 µM (by protocol) | hit rate 0.32% among 300,000;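 active means mean activation of at least 10% of the iron chelator positive control signal, with at least half of replicates also reaching 10%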
TRPC4 potent: positive allosteric modulators of TRPC4, primary screen, cell-based, mouse TRPC4beta, HEK293 mu-opioid, Fluo-4 calcium. Short transient receptor potential channel 4 (Mus musculus), Q9QUQ5. DAMGO EC20, Fluo-4 Ca2+ flux; hits give high values. B-score at 10 µM. hit rate 0.42% among 310,000. AID 2227, 2009;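 active means B-score of calcium response area above 5 SD of library B-scores, with initial fluorescence ratio within 5 SD of library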;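 further: B-score of integrated fluorescence ratio over time as area under calcium response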
MrgX1 antag: antagonists of human MrgX1 receptor, primary screen, HEK293 cells, Fluo-4 calcium flux | Mas-related G-protein coupled receptor member X1 (Homo sapiens), Q96LB2 | BAM8-22 antagonism; hits give low values | B-score at 10 µM | hit rate 1.3% among 310,000 | AID 588676, 2011;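 active means calcium-response B-score plate-corrected more than 3 library SD below zero, starting fluorescence within 5 deviations, no agonist response on first addition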;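 further: peak minus trough fluorescence over baseline after final BAM8-22 challenge near maximal dose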
PolyA inh: polyadenylation inhibitors in yeast reporter cells, primary screen, luminescence, S. cerevisiae; S. cerevisiae SKY197-pL101 polyadenylation reporter, beta-gal luminescence; efflux-impaired pdr1/pdr3 knockout yeast; score 100 = 6 SD above DMSO; AID 1875, 2009; calls only at 12 µM; hit rate 0.02% among 300,000;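 active means lowest replicate activity score at least 50, where 100 means six control SD above control mean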;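 further: yeast exposed to compound for 9 h at 30 °C; higher score means more reporter readthrough which indicates perturbed polyadenylation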
TRPC6 activator: mouse TRPC6 channel activators, primary screen, cell-based, HEK293, membrane potential dye. Short transient receptor potential channel 6 (Mus musculus), Q61143. HEK293-TRPC6 membrane potential dye fluorescence; hits give high values. B-score at 10 µM. hit rate 0.13% among 310,000;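 active means B-score of the integrated fluorescence ratio above library mean plus 3 SD, and starting fluorescence ratio within library mean plus 5 SD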;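 further: higher score means more depolarization so channel activation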
Active calls of the source: *; i = inactive; / = no result given.

SMILES	MrgX1 allo act	TRPC6 inhibitor	TRPC4 block	TRPC4 act	AI-2 QS modul	MrgX1 agonist	HIF activator	TRPC4 potent	MrgX1 antag	PolyA inh	TRPC6 activator
Cc1ccc(NC(=O)C(CC(C)C)NC(N)=O)cc1 (stereo unspecified)	i	i	i	i	25.2	i	-0.2	i	i	i	i
Cc1occc1-c1nnc(SCC(=O)N2CCCc3ccccc32)n1Cc1ccco1	/	i	i	i	10.3	/	-1.7	i	/	i	i
Cc1ccc(S(=O)(=O)N2CCN(C(=O)Cc3sc(C)nc3-c3ccc(F)cc3)CC2)c(C)c1	i	i	i	i	20.3	i	-0.3	i	i	i	i
COc1ccc(-c2c(=O)n(OC)c3ccccc3[n+]2[O-])cc1OC	i	i	i	i	9.7	i	0.1	i	i	i	i
Cc1ccc2sc(N(CCCN(C)C)C(=O)c3ccc(S(=O)(=O)N4CCc5ccccc5C4)cc3)nc2c1C	i	i	i	i	10.1	i	1.3	i	i	i	i
Cc1ccc(S(=O)(=O)N2CCN(C(=O)c3ccccc3Cc3ccccc3)CC2)c(C)c1	i	i	i	i	16.3	i	-0.6	i	i	i	i
O=C(Nc1nnc(-c2ccncc2)o1)c1cccc(N2C(=O)CCC2=O)c1	i	i	i	i	43.4	i	0.7	i	i	i	i
COc1ccc(C(=O)O)cc1S(=O)(=O)N1CCCc2ccccc21	i	i	i	i	0.3	i	-1.0	i	i	i	i
Cc1ccc2sc(N3CCN(C(=O)C4=COCCO4)CC3)nc2c1C	i	-5.41*	i	i	22.6	i	2.8	i	i	i	i
O=C(CSc1nnc(CNC(=O)c2cccs2)o1)NCc1ccc(F)cc1	i	i	i	i	32.4	i	-1.0	i	i	i	i
CCOC(=O)C1=C(C)C(c2ccccc2OC)NC(=S)N1 (stereo unspecified)	i	i	i	i	-23.2	i	-0.4	i	i	i	i
O=C(CC(c1ccccc1)c1cc(Br)ccc1O)N1CCCCC1 (stereo unspecified)	i	i	i	i	35.2	i	-0.2	i	i	i	i
COc1ccc(/C(N)=N/OC(=O)C2CCCCC2)cc1	i	i	i	i	18.4	i	1.8	i	i	i	i
C[C@@H](C(=O)NCCc1c[nH]c2ccccc12)[C@H]1C[C@]1(C)[C@H](NC(=O)OCc1ccccc1)c1ccccc1	i	i	i	i	17.2	i	-0.3	i	i	i	i
O=[N+]([O-])C(=C1SCCS1)C(=C(Cl)Cl)N1CCCCC1	i	i	i	i	13.8	i	0.1	i	i	i	i
CCn1c(CSc2nc(C)cc(C)n2)nnc1SCC(=O)Nc1nc(-c2ccccc2)cs1	i	i	i	i	6.9	i	0.0	i	i	i	i
C(=N\NC1=Nc2cccc3cccc1c23)/c1ccccc1	i	i	i	i	1.9	i	1.8	i	i	i	i
CC1(NC(=O)c2cccc(S(=O)(=O)N3CCN(c4ccc(F)cc4)CC3)c2)CCS(=O)(=O)C1 (stereo unspecified)	i	i	i	i	17.2	i	-28.8	i	i	i	i
COc1cccc(CN2C(=NC(=O)CCC3CCCC3)SC3CS(=O)(=O)CC32)c1 (stereo unspecified)	i	i	i	i	-12.4	i	-0.5	i	i	i	i
Cc1ccc2c(c1)c1n[nH]c(=S)nc1n2CCc1ccccc1	i	i	i	i	6.5	i	0.0	i	i	i	i
CCN(CC(=O)Nc1c(F)cccc1F)C(=O)c1ccc(N2CCCC2)c([N+](=O)[O-])c1	i	i	i	i	-0.9	i	0.1	i	i	i	i
O=C1CCc2cc(S(=O)(=O)N3CCCCC3)cc3c2N1CC3	i	i	i	i	-0.2	i	-0.5	i	i	i	i
COc1ccccc1CNC(=O)C1CCCN(S(=O)(=O)c2cccc3cccnc23)C1 (stereo unspecified)	i	i	i	i	17.3	i	0.2	i	i	i	i
Cc1ccc(Sc2ccc(CN3CCCCC3)cc2[N+](=O)[O-])cc1	i	i	i	i	24.3	i	-0.7	i	i	i	i
CCOc1cc(/C=N/n2cnnc2)ccc1OC(=O)c1cccc([N+](=O)[O-])c1	i	i	i	i	30.1	i	-0.1	i	i	i	i
CC(NC(=O)C(c1ccccc1)c1ccccc1)c1ccccc1 (stereo unspecified)	i	i	i	i	15.0	i	-0.1	i	i	i	i
CCCSc1ccc([C@@H]2[C@H]3C(=O)N(CC)C(=O)[C@H]3[C@]3(C(=O)OC)CCCCN23)cc1	i	i	i	i	2.6	i	-0.3	i	i	i	i
Cc1cc(C(=O)Nc2cccc(O)c2)co1	i	i	i	i	7.2	i	0.2	i	i	i	i
O=C1CC(c2ccc3c(c2)OCO3)c2cc3c(cc2N1)OCCO3 (stereo unspecified)	i	i	i	i	29.7	i	-0.2	i	i	i	i
Cc1cccc(OCC(=O)NNC(=O)C2CCCCC2C(=O)O)c1 (stereo unspecified)	i	i	i	i	-11.0	i	-1.8	i	i	i	i
CCOc1ccc(C2=Nn3c(nnc3-c3ccco3)SC2)cc1	i	i	i	i	-2.1	i	2.3	i	i	i	i
COc1cc(NC(=O)c2cc3nc(C)cc(C)n3n2)c(OC)cc1Cl	i	/	/	/	26.4	i	3.8	/	i	i	/
CC(=O)c1cc2c(C)cc(=O)oc2cc1O	i	i	i	i	14.3	i	2.7	i	i	i	i
CCN(CC)S(=O)(=O)c1ccc(C(=O)NCc2ccc3[nH]c4c(c3c2)CCCC4)cc1	i	i	i	i	18.0	i	0.2	i	i	i	i
COc1ccc2oc(=O)cc(-c3cc4cccc(OC)c4o3)c2c1	i	i	i	i	4.8	i	-0.1	i	i	i	i
Cc1ccc(NC(=O)C(C)OC(=O)c2ccc(NS(=O)(=O)c3ccc(F)c(F)c3)cc2)cc1 (stereo unspecified)	i	i	i	i	19.7	i	0.1	i	i	i	i
O=C1CCC([N+](=O)[O-])C(c2ccc3c(c2)OCO3)N1 (stereo unspecified)	i	i	i	i	21.6	i	0.4	i	i	i	i
COc1ccccc1CCNS(=O)(=O)c1c(C)n(C)c(=O)n(C)c1=O	i	i	i	i	24.9	i	0.1	i	i	i	i
C/C(=N\NC(=O)CCCNc1cccc(C)c1)c1ccncc1	i	i	i	i	12.7	i	-0.1	i	i	i	i
N#Cc1ccc(Oc2cc(C(F)(F)F)nc(-c3ccccn3)n2)cc1	i	i	i	i	5.5	i	-0.5	i	i	i	i
O=C(c1cccc(F)c1)N1CCN(C(=O)c2cc(-c3ccc(Cl)cc3Cl)on2)CC1	i	i	i	i	25.7	i	0.8	i	i	i	i
CCc1ccc(S(=O)(=O)NCc2cccs2)cc1	i	i	i	i	-9.0	i	-0.1	i	i	i	i
CCNC(=S)N/N=C(\C)c1cccc(C(F)(F)F)c1	i	i	i	i	14.8	i	0.3	i	i	/	i
O=C(O)CC1SC(=Nc2ccccc2)N(c2ccccc2)C1=O (stereo unspecified)	i	i	i	i	4.5	i	0.0	i	i	i	i
COc1cc(CNc2ccc(CNc3ncn[nH]3)cc2)ccc1OCc1ccccc1	i	i	i	i	9.1	i	2.5	i	i	i	i
CCN1CCN(C(=S)NCCc2ccccc2)CC1	i	i	i	i	9.1	i	1.2	i	i	i	i
CCOC(=O)/C=C/C(=O)Nc1ccccc1C(=O)NC1CCCCC1	i	i	i	i	19.5	i	-0.2	i	i	i	i
CCOC(=O)C1CCCN(S(=O)(=O)c2ccc(OC)cc2)C1 (stereo unspecified)	i	i	i	i	-40.4	i	-0.2	i	i	i	i
CCc1c(C)nc2c(C#N)c[nH]n2c1=O	i	i	i	i	8.0	i	0.5	i	i	i	i
Cc1ccc(NS(=O)(=O)c2cccc(C(=O)N3CCCC(C)C3)c2)cc1 (stereo unspecified)	i	i	i	i	17.9	i	-4.6	i	i	i	i
N#CC1=C(N)NC(SCC(=O)c2ccc(Br)cc2)=C(C#N)C12CCCCC2	i	i	i	i	16.1	i	-0.3	i	i	i	i
Cn1c(SCc2cc(=O)[nH]c(C(C)(C)C)n2)nnc1C(F)(F)F	i	i	i	i	15.7	i	-0.2	i	i	i	i
CCc1sc(C(=O)N2CCN(c3ccc(F)cc3)CC2)cc1C	i	i	i	i	/	i	1.7	i	i	i	i
COc1ccc(OC)c(-c2[nH]nc3c2C(c2ccco2)C(C#N)=C(N)O3)c1 (stereo unspecified)	i	i	i	i	13.7	i	-0.5	i	i	i	i
CCNC(=O)CC1C(=O)N(c2ccccc2)C(=O)N1CCc1ccc(OC)cc1 (stereo unspecified)	i	i	i	i	10.1	i	-0.3	i	i	i	i
CCOC(=O)N1CCN(C(=O)CCCOc2ccccc2)CC1	i	i	i	i	8.1	i	-0.1	i	i	i	i
O=C(CN(C(=O)CCC(=O)Nc1ccccn1)c1cccc(F)c1)NCc1ccco1	i	i	i	i	7.6	i	-2.0	i	i	i	i
Cc1nc2ccccc2n1CCN1CCOCC1	i	i	i	i	7.4	i	-0.2	i	i	i	i
O=S(=O)(c1ccccc1)N1CCN(C(=S)NCCCN2CCOCC2)CC1	i	i	i	i	9.1	i	-0.1	i	i	i	i
COc1ccccc1CNC(=O)c1cn(C)c2ccc(S(=O)(=O)N3CCCCC3)cc2c1=O	i	i	i	i	25.3	i	-0.6	i	i	i	i
Cc1cccc2c(=O)cc(C(F)(F)F)[nH]c12	i	i	i	i	34.8	i	-0.1	i	i	i	i

Source: PubChem BioAssay (several laboratories)

These rows are one share of the data; rates above refer to the full screens.
